mcGAS MS inh: inhibitors of mouse cGAS | Q8C6L5 | recombinant mouse cGAS, cGAMP by RapidFire MS | inhibition, % at 12.5 µM | actives 0.18% (n = 130,000) | AID 1259397;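 active means inhibition of cGAS enzyme activity at or above 60%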;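 further: enzyme stimulated by 45 bp dsDNA with ATP and GTP substrates; cGAMP share of summed cGAMP plus half ATP and half GTP signals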
Target sequence (Q8C6L5 whole entry, looked up): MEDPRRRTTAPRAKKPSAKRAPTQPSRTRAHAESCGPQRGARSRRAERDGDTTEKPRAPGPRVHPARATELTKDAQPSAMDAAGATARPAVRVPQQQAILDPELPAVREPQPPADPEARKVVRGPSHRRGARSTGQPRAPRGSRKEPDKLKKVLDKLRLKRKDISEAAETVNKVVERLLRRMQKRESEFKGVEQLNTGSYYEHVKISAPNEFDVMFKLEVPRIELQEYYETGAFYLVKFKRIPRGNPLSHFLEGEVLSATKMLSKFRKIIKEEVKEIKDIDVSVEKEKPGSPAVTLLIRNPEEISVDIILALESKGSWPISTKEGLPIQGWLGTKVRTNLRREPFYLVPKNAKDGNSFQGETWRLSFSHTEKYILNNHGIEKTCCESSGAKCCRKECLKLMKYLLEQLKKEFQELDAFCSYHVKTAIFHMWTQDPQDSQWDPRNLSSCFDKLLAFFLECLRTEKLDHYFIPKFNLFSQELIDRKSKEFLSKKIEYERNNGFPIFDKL
Active calls of the source: *; & = joins results of further samples. Only part of the results is shown, so the mix of outcomes need not match the whole.

mcGAS MS inh | Structure
2.3 | COc1ccc(-c2[nH]ncc2CNC(=O)CC2NC(=O)c3ccccc32)cc1 (configuration not stated)
7.1 | O=C(O)CN1C(=O)/C(=C\c2ccc(-c3ccc([N+](=O)[O-])cc3)o2)SC1=S
10.1 | O=C(Cc1cccnc1)N1CCCC(CCc2ccc(F)cc2)C1 (configuration not stated)
5.1 | CN=C(NC)NCc1ccccc1
-11.7 | Cc1n[nH]c(C)c1CCN1CCC(N2CCCC2=O)CC1
7.2 | O=C1c2nc(Nc3ccncc3)ccc2CN1C1(C(=O)NCCCn2ccnc2)CC1
4.1 | Cc1ccc(NC(=O)CSc2ccc(NC(=O)C(C)C)nn2)cc1Cl
-2.9 | NS(=O)(=O)c1ccc(Cl)c(S(N)(=O)=O)c1
-1.8 | O=C(O)c1ccc(C2CCN(CC(=O)N3CCCCCC3)C2)cc1 (configuration not stated)
-16.0 | Cc1ccc(-c2ccnc(N(C)Cc3nnc(-c4ccccc4)o3)n2)c(C)n1
-17.7 | CNS(=O)(=O)c1ccc(CN2CCN(Cc3cccc(F)c3)CC2)cc1
-3.2 | CC(c1ccc(-c2cnc(N)cn2)cc1)N1CCCC1 (configuration not stated)
-3.8 | CCOc1cn2c(cc1=O)C(=O)N(CCNC(=O)c1ccc(Cl)cc1)CC2
-9.1 | COc1ccc(-c2csc(NC(C)=O)n2)cc1Br
1.5 | N#CC(C#N)C(c1ccsc1)c1c(-c2ccccc2)[nH][nH]c1=O (configuration not stated)
0.0 | CC1C(c2ccccc2)CCN1C(=O)C1=CN2CCS(=O)(=O)N=C2C=C1 (configuration not stated)
-14.9 | CC=CCSc1nc2c(c(=O)n(C)c(=O)n2C)n1Cc1ccccc1Cl
12.5 | COc1ccnc(N2CCCC(CO)(Cc3ccc(F)cc3)C2)n1 (configuration not stated)
-1.3 | O=C1OC2C(Br)C3CC2C1C3C(=O)N1CCOCC1 (configuration not stated)
-2.7 | CC1(C(=O)Nc2ccc(Cl)c(Cl)c2)CCN1Cc1cccc2c1OCO2 (configuration not stated)
1.8 | CCC(=O)Nc1ccc(-c2nc3cc4c(cc3c(C)c2Cl)OCO4)cc1
-3.7 | CC1CN(C)CCN1CC(O)c1cccc(Br)c1 (configuration not stated)
-3.8 | CCN(CC)C(=O)[C@@H]1C[C@H](n2cc(C3CCCCC3)nn2)CN1
4.6 | COc1ccc(NC(=O)[C@@H](C)N2Cc3ccc(N4CCOCC4)nc3C2=O)cn1
4.4 | CCC(C)c1ccc(C2=CSC3=NS(=O)(=O)CCN23)cc1 (configuration not stated)
-4.6 | OCCC1CN(Cc2nc3ccccc3s2)CCN1C1CCCC1 (configuration not stated)
47.8 | CCN(CC)S(=O)(=O)c1ccc2c(c1)[nH]c(=S)n2CC
5.9 | CCOc1ccccc1CN1CCNC(=O)C1CC(=O)N1CCc2ccccc2C1 (configuration not stated)
9.4 | Cn1cnnc1CNc1cc(C(F)(F)F)nc2ccccc12
1.6 | COc1ccc(-c2nnc(SCc3ccc(Cl)cc3)[nH]c2=O)cc1

The list goes on.
mcGAS MS inh | Structure
-12.3 | COC(=O)c1cc(NC(=O)C(C)Oc2ccc(C)cc2[N+](=O)[O-])cc(C(=O)OC)c1 (configuration not stated)
-3.6 | O=C(c1onc2ccccc12)N1CCCC(OCc2cccnc2)C1 (configuration not stated)
-3.8 | Cc1nccc(-c2ccc(NC(=O)/C=C/c3csc(C)n3)cc2)n1
-33.9 | CSc1cccc(CN(C)C(=O)CC2COCCN2)c1 (configuration not stated)
-5.4 | Cc1ccc(/C=C/S(=O)(=O)Nc2c(C)c(C)nn2C)cc1
-6.7 | CCC(OC)C(=O)Nc1n[nH]c(C(F)(F)F)c1C (configuration not stated)
-4.4 | CC1CCCN(C(=O)NC(CC(=O)N(C)C)c2ccccc2)CC1 (configuration not stated)
-0.8 | CC(Sc1nnc2n1CCCCC2)C(=O)NNC(=O)c1ccc(F)cc1 (configuration not stated)
0.3 | CC(=O)Nc1cccc(-n2nnn(CN3CCOCC3)c2=S)c1
-5.2 | COC(=O)CCSc1nnc(Nc2ccc(C)cc2)s1
5.6 | CCOC(=O)c1cccc(=O)c2c(C)[nH]c(C)c12
-13.4 | CCS(=O)(=O)NCCCc1cccc(Br)c1
-2.3 | Cc1cc(C(=O)Cn2cnc3c2c(=O)n(C)c(=O)n3C)c(C)n1C1CC1
-6.9 | CSc1nnc2n1CCCN2C(C)=O
-2.8 | Clc1ccc(Cc2noc(-c3cccs3)n2)c(Cl)c1
0.5 | CCOc1ccc2cc(C(=O)c3ccc(NC(C)=O)cc3)oc2c1
9.0 | COc1ccccc1-c1cccc(C(=O)NC(C)Cc2ccccn2)c1 (configuration not stated)
-7.5 | CN1CCN(C(=O)C2=CN3CCN(Cc4ccccc4C(F)(F)F)C(=O)N=C3O2)CC1
-12.8 | O=C(CC1CCS(=O)(=O)C1)Nc1ccc(F)c(-n2cccc2)c1 (configuration not stated)
-3.9 | Cc1cc2nc(Oc3ccc4ccncc4c3)c3ccccc3n2n1
27.5 | CS(=O)(=O)NC(=O)c1ccn(-c2ccc(Cl)c(Cl)c2)n1
-9.0 | CC(C)c1ccc(NC2CCCN(C(=O)c3cnn(C(C)C)c3)C2)cc1 (configuration not stated)
-4.2 | COc1ccc(-c2nc(-c3ccc(OC)c(OC)c3)no2)cc1
-2.4 | CC(=O)Nc1ccc(-c2nnc(N(C)c3ccccc3)s2)cc1
-13.5 | COc1ccccc1CCCNC1CCCNC1 (configuration not stated)
-15.7 | CC(=O)N1CCn2nc(C(=O)N(Cc3c(F)cccc3Cl)C3CC3)cc2C1
0.6 | COCC(C)N1C(=Nc2cccnc2)SCC1(O)c1cc2ccccc2o1 (configuration not stated)
-2.2 | CN(C(=O)CSc1nnc(C2CC2)o1)C1CCS(=O)(=O)C1 (configuration not stated)
-7.4 | COc1coc(C(=O)N2CCN(c3ccc(C(C)=O)cc3)CC2)cc1=O
-3.0 | COc1ccc(CNC(=O)c2cn(CCOc3ccc(F)cc3)c(=O)s2)cc1OC

Further compounds follow:
mcGAS MS inh | Structure
5.3 | CC(O)(c1ccccc1)c1nc(-c2csc3ccccc23)cs1 (configuration not stated)
-7.4 | Cn1cc(CCC(=O)N2CCCCCC2/C=C/c2ccccc2)cn1 (configuration not stated)
4.1 | O=C(Nc1ccc(F)cc1)C1(C(=O)N2CCCCCCC2)CC1
-12.9 | COc1ccc(C2(C(=O)NCCC3CCCN(C)C3)CC2)cc1 (configuration not stated)
-8.7 | Cc1ccc(F)c(NC2CCCN(C(=O)c3cccc(Br)c3)C2)c1 (configuration not stated)
-19.4 | CN(CCOc1ccc(Br)cc1)C(=O)/C=C/c1ccco1
-6.6&-5.7 | CCOC(=O)C1(Cc2cccc(OC)c2)CCCN(C(=O)CC2=CCCCC2)C1 (configuration not stated)
-14.6 | CCOC(=O)Nc1sc(C)nc1-c1ccccc1
-9.6 | CCOC(=O)CNC(=O)N1CCC(CCC(=O)N(C)Cc2ccccc2)CC1
1.3 | Cc1sc2nc(CN3CCC(C)CC3)nc(N3CCC4(CC3)OCCO4)c2c1C
-10.7 | c1ccc2c(c1)N(Cc1ccno1)CCCN2Cc1ccno1
-1.3 | ClCc1cc(-c2cc3ccccc3o2)on1
-4.5 | COc1cc(/C=N\N2CCCCC2)ccc1OCc1ccccc1Cl
-10.1 | CC(C)=CC1C(C(=O)N2CCc3nnc(N)cc3C2)C1(C)C (configuration not stated)
-10.3 | O=C(c1sc(=S)n2c1[nH]c(=O)c1ccccc12)N1CCCC1
6.3 | COC[C@H]1CCC[C@H]1Nc1nc(C)nc2c1CCNC2
-9.8 | COc1ccc(CNC(=O)c2sc(=O)n(Cc3ccccc3F)c2C)cc1OC
7.1 | Cc1nonc1C1CCCN1Cc1nc(-c2ccco2)oc1C (configuration not stated)
0.2 | CC1CC(C(N)=O)c2ccccc2N1C(=O)CSCc1cccs1 (configuration not stated)
3.1 | Cc1oc(-c2ccccc2)nc1COC(=O)c1ccc2c(c1)OCC(=O)N2
-2.8 | Cc1nc(-c2ccc3c(c2)CCN3S(=O)(=O)c2ccc(Cl)cc2F)cs1
-4.7 | CCOc1ccc(NC(=O)c2cccc(C)n2)cc1S(=O)(=O)N(CC)CC
-28.0 | Cc1cc2c(F)ccc(C)c2nc1-c1cc(F)c2c(c1)CC(CN)O2 (configuration not stated)
-6.5 | CCOC(=O)CN1CCN(c2ccc3c(c2)OCO3)C(=O)C1C (configuration not stated)
-7.8 | O=C1CCN(Cc2nc(Cc3ccccc3Cl)no2)C(=O)N1
-3.9 | Cc1ccsc1CN(Cc1ccc(F)cc1)C(=O)CNCCN1CCOCC1
-5.8 | CC(C)(CO)CNc1ccn2nccc2n1
2.6 | O=S(Cc1coc(-c2ccccc2)n1)Cc1ccccc1F (configuration not stated)
3.2 | COC(=O)c1ccc(Oc2ncnc3sc(C)c(-c4ccccc4)c23)cc1
-2.6 | Cc1cc(=O)n(CC(=O)N(C)Cc2ncc[nH]2)c2ccccc12

Fetched by structure from the list above:
mcGAS MS inh | Structure
5.3 | CC(O)(c1ccccc1)c1nc(-c2csc3ccccc23)cs1 (configuration not stated)
-12.9 | COc1ccc(C2(C(=O)NCCC3CCCN(C)C3)CC2)cc1 (configuration not stated)
-9.8 | COc1ccc(CNC(=O)c2sc(=O)n(Cc3ccccc3F)c2C)cc1OC

(continued)
mcGAS MS inh | Structure
-1.9 | CC(=O)Nc1ccc(CN2CCC2(C)C(=O)Nc2cccc(NS(C)(=O)=O)c2)cc1 (configuration not stated)
-9.2 | N#Cc1ccnc(N2CCN(CN3C(=O)CC4(CCCCC4)C3=O)CC2)c1
16.4 | O=S(=O)(NCc1ccc2[nH]c3c(c2c1)CCCC3)C1CC1
-9.1 | Cc1ccc(NCc2ncc(C(C)(C)C)o2)c(Cl)c1
-3.7 | N#CC1C(=N)Oc2n[nH]c(-c3ccc(F)cc3)c2C1c1cn[nH]c1-c1ccc(F)cc1 (configuration not stated)
2.4 | O=c1c(-c2ccc(Br)cc2)[n+]([O-])c2ccccc2n1OCc1c(F)cccc1F
-1.1&2.4 | CCNc1nc(-c2cc(C)n(-c3cc(C)on3)c2C)cs1
3.5 | O=S1(=O)CCC(Cn2ccnc2-c2cc(CN3CCCC3)cs2)C1 (configuration not stated)
-2.7 | Cc1nonc1CN(C)Cc1cn(C)nc1-c1ccc2c(c1)OCCO2
-3.9 | Cc1nn(CC(=O)Nc2ccccc2C(F)(F)F)c(C)c1[N+](=O)[O-]
0.9 | CN(CC(=O)c1ccc2[nH]c(=O)[nH]c2c1)Cc1cccc(Cl)c1Cl
-4.6 | O=S(=O)(NCC1(c2ccccc2)CCOCC1)c1cccs1
-7.8 | CC(=O)N1CCc2c(sc(NC(=O)Cc3ccccc3)c2-c2nc3ccccc3s2)C1
-5.3 | CCCSc1nc2nc3c(cn2n1)C(=O)CCC3
-3.0 | COC(=O)Cn1nc(C)c2cnn(-c3ccccc3)c2c1=O
-3.4 | CN1CCN(C(CNS(=O)(=O)c2ccc(F)cc2)c2cccn2C)CC1 (configuration not stated)
1.1 | O=c1[nH]c(CCl)nc2sc3c(c12)CCN(Cc1ccccc1)C3
-0.4 | COc1cccc(CNc2nccn(-c3cccc(Cl)c3)c2=O)c1
-7.5 | COc1ccccc1Cn1cc(C(=O)NCc2ccc(OC)c(OC)c2)sc1=O
-2.2 | CCOc1ccccc1OCCC(=O)Nc1ccc(NC(C)=O)c(Cl)c1
-7.7 | Cn1c(SCC(=O)Nc2nc3ccccc3s2)nnc1-c1ccc(=O)n(C)c1
-7.0 | CCCn1c(SCC(=O)NC(C)(C#N)C(C)C)n[nH]c1=O (configuration not stated)
12.7 | CC(Cc1ccsc1)NC(=O)NC(C)c1ccc(S(C)(=O)=O)cc1 (configuration not stated)
-12.9 | O=C(CCC(=O)N1CCN(CC(=O)N2CCCC2)CC1)NC1CCCC1
-12.5 | Cc1ccc(NC(=O)C(C)n2cccn2)c(Br)c1 (configuration not stated)
-1.5 | COCCNC(=O)c1sc(=O)n(CC(=O)N(C)C)c1C
-6.8 | CC1C(=O)N(c2cccc(Br)c2)CCN1C(=O)COc1ccc(Cl)cc1 (configuration not stated)
0.5 | COCCN1N=C(C)C(C)n2c1nc1c2c(=O)n(Cc2c(F)cccc2Cl)c(=O)n1C (configuration not stated)
-6.8 | CCCCn1c(N)c(C(=S)NC(=O)CC(C)C)c(=O)n(C)c1=O
-25.0 | CCN1CCCC(C)(C(=O)NCc2ccc(-c3noc(C)n3)cc2)C1 (configuration not stated)

5 compounds out of the list above, ordered by the number in mcGAS MS inh, rising:
mcGAS MS inh | Structure
-9.2 | N#Cc1ccnc(N2CCN(CN3C(=O)CC4(CCCCC4)C3=O)CC2)c1
-6.8 | CCCCn1c(N)c(C(=S)NC(=O)CC(C)C)c(=O)n(C)c1=O
-3.4 | CN1CCN(C(CNS(=O)(=O)c2ccc(F)cc2)c2cccn2C)CC1 (configuration not stated)
-1.5 | COCCNC(=O)c1sc(=O)n(CC(=O)N(C)C)c1C
2.4 | O=c1c(-c2ccc(Br)cc2)[n+]([O-])c2ccccc2n1OCc1c(F)cccc1F

3 compounds already listed, sorted by heavy-atom count, largest number first.
mcGAS MS inh | Structure
7.2 | O=C1c2nc(Nc3ccncc3)ccc2CN1C1(C(=O)NCCCn2ccnc2)CC1
1.3 | Cc1sc2nc(CN3CCC(C)CC3)nc(N3CCC4(CC3)OCCO4)c2c1C
-9.1 | Cc1ccc(NCc2ncc(C(C)(C)C)o2)c(Cl)c1

New compounds follow
mcGAS MS inh | Structure
-14.5 | COc1ccccc1N1CCN(c2ncccc2CNC(=O)[C@@H]2C[C@@H](O)CN2)CC1
-5.5 | CC(=O)NCc1ccc(C(=O)COc2ccc(C(C)=O)cc2)cc1
-3.3 | Cc1cccc(CN(CCc2ccncc2)C2CC2)c1
-11.6 | Cc1cc(C)cc(NCCn2c(C)cn3c4c(=O)n(C)c(=O)n(C)c4nc23)c1
-3.8 | CN(C)c1ccc(C(=O)Nc2ccc3oc(C4CC4)nc3c2)cc1F
-9.4&2.8 | O=S(=O)(N=Nc1c(O)n(CO)c2ccccc12)c1ccc(Br)cc1
-8.4 | CN1CCN(c2nc(C(=O)N3CCCCC3)cs2)C1=O
-6.0 | COC(=O)C1=CNC=C(C(=O)OC)C1c1ccsc1
